TEAD-YAP inh: TEAD-YAP interaction inhibition | HEK-TIYL cells, TEAD-Gal4/YAP UAS-luciferase luminescence | inhibition, % at 9.12 µM | 640,000 compounds, 1.4% hits; in the data active means inhibition above about 32%;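 further: 0% = median of test compound wells and 100% = reference inhibitor wells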
FBW7 act: human FBW7 E3 ligase activation, primary screen. 650,000 compounds, 0.13% hits. Q969H0. AID 1259310. AlphaScreen FBW7–phospho-cyclin E peptide binding, activator screen. normalized activity (activation), % at 26.1 µM; in the data active means normalized activity above about 1.9%;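 further: purified mutant Fbw7 with reduced substrate affinity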
Target sequence (Q969H0 whole entry, looked up): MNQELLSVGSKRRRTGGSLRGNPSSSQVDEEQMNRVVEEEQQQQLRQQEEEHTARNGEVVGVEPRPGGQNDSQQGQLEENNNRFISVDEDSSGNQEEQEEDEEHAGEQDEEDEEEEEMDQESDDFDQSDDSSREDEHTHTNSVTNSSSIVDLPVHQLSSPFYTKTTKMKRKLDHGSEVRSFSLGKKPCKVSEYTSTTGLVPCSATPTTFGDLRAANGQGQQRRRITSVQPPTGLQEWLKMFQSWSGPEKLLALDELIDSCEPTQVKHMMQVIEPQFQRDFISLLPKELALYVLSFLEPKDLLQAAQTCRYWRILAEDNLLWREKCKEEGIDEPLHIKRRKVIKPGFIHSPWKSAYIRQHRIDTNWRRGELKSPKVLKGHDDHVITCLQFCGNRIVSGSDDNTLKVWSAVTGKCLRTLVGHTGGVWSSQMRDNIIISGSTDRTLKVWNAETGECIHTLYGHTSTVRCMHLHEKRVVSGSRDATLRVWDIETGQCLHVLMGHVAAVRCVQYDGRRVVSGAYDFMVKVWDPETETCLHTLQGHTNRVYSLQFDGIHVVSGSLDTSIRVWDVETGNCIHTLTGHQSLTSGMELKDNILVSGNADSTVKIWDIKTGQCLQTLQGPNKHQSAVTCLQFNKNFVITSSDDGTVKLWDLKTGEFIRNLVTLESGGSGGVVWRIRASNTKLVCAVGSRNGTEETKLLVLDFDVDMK
GPR151 ag: activators of human GPR151; Q8TDV0; PathHunter beta-arrestin GPR151 cells, luminescence; activation, % at 11.2 µM; 650,000 compounds, 1% hits; in the data active means activation above about 4.9%;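 further: 0% = median of compound wells and 100% = cells with positive control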
Target sequence (Q8TDV0 whole entry, looked up): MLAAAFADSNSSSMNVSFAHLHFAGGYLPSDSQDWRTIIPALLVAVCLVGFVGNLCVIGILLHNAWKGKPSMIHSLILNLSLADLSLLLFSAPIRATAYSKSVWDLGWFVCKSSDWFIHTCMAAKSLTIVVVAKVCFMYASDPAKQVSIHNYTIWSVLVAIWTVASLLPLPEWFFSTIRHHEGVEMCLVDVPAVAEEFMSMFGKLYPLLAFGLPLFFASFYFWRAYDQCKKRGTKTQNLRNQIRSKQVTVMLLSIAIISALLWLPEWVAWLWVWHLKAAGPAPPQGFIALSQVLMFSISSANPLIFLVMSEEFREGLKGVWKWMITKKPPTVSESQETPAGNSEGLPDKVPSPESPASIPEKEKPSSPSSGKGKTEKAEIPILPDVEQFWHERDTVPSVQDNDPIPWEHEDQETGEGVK
MITF primary: blocks human microphthalmia-associated transcription factor | O75030 | AlphaScreen MITF homodimerization, bead proximity signal | inhibition, % at 2.6 µM | 650,000 compounds, 0.91% hits; in the data active means inhibition above about 50%;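 further: 0% = vehicle wells with protein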
* marks the source's active call; other numbers are inactive results; & = joins results of further samples.

SMILES	TEAD-YAP inh	FBW7 act	GPR151 ag	MITF primary
O=C(CSc1nc2cc(Cl)ccc2s1)Nc1ccc(Cl)cc1	0.9	0.0	1.1	-0.1
COc1ccc(CN2CCN(Cc3cc4ccccc4[nH]3)CC2CCO)c(F)c1 (centres undefined)	-5.2	0.0	-0.9	17.4
Cc1nc(CC2(c3ccc(Cl)cc3)C(=O)Nc3ccc(F)cc32)cs1 (centres undefined)	-7.4	-0.2	0.3	3.6
CCOc1ccc(OCCN2C(=O)NC(C)(c3ccc4cc(OC)ccc4c3)C2=O)cc1 (centres undefined)	-2.0	0.2	-0.7	13.2
CCCCNC(=O)c1ccccc1NC(=O)COC	-9.2	0.1	1.7	0.0
CCc1ccc(OCc2nc(-c3cccnc3)no2)c(Br)c1	-59.5	0.0	-0.1	-4.2
CC(C(=O)NC1CCCCC1)N1Cc2ccccc2C1=O (centres undefined)	-2.9	0.2	-0.1	-9.0
O=C1OC(c2cccc([N+](=O)[O-])c2)=N/C1=C/c1ccccc1F	1.2	0.1	-0.2	6.3
Cc1ccc(C(=O)Nc2c(C(=O)N(C)C)cnn2-c2ccccc2)cc1	-4.2	-0.1	0.1	2.5
CCC(CO)NC(=O)/C=C/c1ccc(OC)c(OC)c1 (centres undefined)	2.7	0.3	0.3	6.3
CCc1ccc(NC(=O)NCCN2CCc3ccccc3C2)cc1	2.4	0.2	0.3	22.1
CCCCOC(=O)c1ccccc1NC(=O)c1ccc([N+](=O)[O-])cc1	2.3	0.0	0.3	-7.0
O=C(N/N=C/c1cccnc1)c1cccc(F)c1	-39.6	0.6	-1.5	0.7
CCOC(=O)COc1ccc(S(=O)(=O)N2CCN(c3cccc(Cl)c3)CC2)cc1	1.6	0.1	-0.2	1.9
Cc1cc(C)cc(NC(=S)N(Cc2ccccc2)Cc2cccs2)c1	7.0	-0.1	-1.2	-2.6
COc1cc(-c2cc(OC)c3c(C)oc(C)c3c(=O)c2)ccc1O	-4.1	0.1	-2.4	1.9
CC(C)N(C(=O)c1ccc(-c2nnc(-c3ccccc3)o2)cc1)C(C)C	-13.2	0.1	-1.5	5.5
COc1cc(OC)cc(C(=O)Nc2ccc3oc(-c4ccccc4Br)nc3c2)c1	1.6	0.3	0.4	-10.6
CCOCCOC(=O)C1=C(C)NC2=C(C(=O)CC(C)(C)C2)C1c1ccccc1C (centres undefined)	11.0&0.2	-0.1&0.1	0.3&-0.6	2.0&3.5
Nc1cccc(C(=O)Nc2ccc(Cl)cc2Cl)c1	-36.6	-0.2	2.2	-10.8
CCCNc1ccnc2c(-c3ccc(C#N)cc3)cnn12	-17.0	-0.1	1.2	10.6
NC(=O)c1nc(-c2cccs2)nc2c1[nH]c(=O)n2CCc1ccccc1	3.2	0.8	2.8	7.9
COC(=O)C1=C(C)NC(=O)/C1=C\c1cc(C)n(-c2ccc(C)c(Cl)c2)c1C	-5.6	0.0	-0.8	-5.0
CC(C)CC(C(=O)NC(c1ccccc1)c1c(O)ccc2ccccc12)N1C(=O)c2ccccc2C1=O (centres undefined)	-2.7	0.1	1.2	-12.2
OCCC1CN(Cc2cccc(C(F)(F)F)c2)CCN1Cc1ccccc1 (centres undefined)	-4.7	0.0	-0.4	-11.0
Cc1cccc(OCC(O)Cn2c(NCCCO)nc3c2c(=O)[nH]c(=O)n3C)c1 (centres undefined)	7.7	-0.1	0.4	-9.2
O=C(NCCc1ccsc1)C1CCN(c2ccc(N3CCOCC3)nn2)CC1	0.2	0.1	-0.3	-5.2
COC(=O)N=Nc1c(O)n(C)c2ccccc12	2.2	-0.1	1.2	-0.9
CCCc1ccc(-c2ccc(C(=O)Nc3ccc(I)cc3C)cc2)nc1	6.5	0.2	0.8	-9.0
O=C(CCCC(=O)N(CC(=O)NC1CCCC1)C1CCCC1)Nc1ccccn1	-0.5	0.3	-0.5	17.2

13 compounds already listed, arranged by formula weight, largest number first.
SMILES	TEAD-YAP inh	FBW7 act	GPR151 ag	MITF primary
CC(C)CC(C(=O)NC(c1ccccc1)c1c(O)ccc2ccccc12)N1C(=O)c2ccccc2C1=O (centres undefined)	-2.7	0.1	1.2	-12.2
CCCc1ccc(-c2ccc(C(=O)Nc3ccc(I)cc3C)cc2)nc1	6.5	0.2	0.8	-9.0
COc1cc(OC)cc(C(=O)Nc2ccc3oc(-c4ccccc4Br)nc3c2)c1	1.6	0.3	0.4	-10.6
Cc1cccc(OCC(O)Cn2c(NCCCO)nc3c2c(=O)[nH]c(=O)n3C)c1 (centres undefined)	7.7	-0.1	0.4	-9.2
O=C(NCCc1ccsc1)C1CCN(c2ccc(N3CCOCC3)nn2)CC1	0.2	0.1	-0.3	-5.2
O=C(CCCC(=O)N(CC(=O)NC1CCCC1)C1CCCC1)Nc1ccccn1	-0.5	0.3	-0.5	17.2
CCOCCOC(=O)C1=C(C)NC2=C(C(=O)CC(C)(C)C2)C1c1ccccc1C (centres undefined)	11.0&0.2	-0.1&0.1	0.3&-0.6	2.0&3.5
COC(=O)C1=C(C)NC(=O)/C1=C\c1cc(C)n(-c2ccc(C)c(Cl)c2)c1C	-5.6	0.0	-0.8	-5.0
OCCC1CN(Cc2cccc(C(F)(F)F)c2)CCN1Cc1ccccc1 (centres undefined)	-4.7	0.0	-0.4	-11.0
CC(C)N(C(=O)c1ccc(-c2nnc(-c3ccccc3)o2)cc1)C(C)C	-13.2	0.1	-1.5	5.5
COc1cc(-c2cc(OC)c3c(C)oc(C)c3c(=O)c2)ccc1O	-4.1	0.1	-2.4	1.9
Nc1cccc(C(=O)Nc2ccc(Cl)cc2Cl)c1	-36.6	-0.2	2.2	-10.8
COC(=O)N=Nc1c(O)n(C)c2ccccc12	2.2	-0.1	1.2	-0.9

The listing continues.
SMILES	TEAD-YAP inh	FBW7 act	GPR151 ag	MITF primary
Cc1ccc2c(c1)c1c(n2CC(O)CN2CCOCC2)CCCC1 (centres undefined)	-7.3	-0.3	1.1	8.0
CCn1cc(C(=O)OCc2cccc(F)c2)c(=O)c2ccc(C)nc21	6.3	0.3	-0.9	15.6
O=C(Cc1ccccc1)Nn1c(SCc2ccc(Cl)cc2)nc2ccccc2c1=O	-2.4	-0.2	0.9	-3.0
Cc1c(CNC(C)c2ccccc2)c(C(=O)O)c(C)n1Cc1ccc(F)cc1 (centres undefined)	-10.1	-0.2	-0.3	16.1
CCOC(=O)c1c(C)n(C)c2ccc(OC(=O)c3ccco3)cc12	2.4	-0.1	1.1	-8.6
CCCn1c(N2CCN(C(=O)NCc3ccccc3)CC2)nc2ccccc21	1.3	0.1	-0.9	20.1
Cc1onc(-c2ccccc2)c1C(=O)NCC(C)C	-5.7	0.7	-0.9	2.4
O=[N+]([O-])c1nn(-c2ccc(Cl)cc2)n(O)c1=NCc1ccc2c(c1)OCO2	-25.1	0.2	-0.4	23.8
Cn1c(=O)cc(C(=O)Nc2cccc(C(F)(F)F)c2)[nH]c1=O	2.2	0.0	0.1	6.5
CCCCn1c(NCCCO)nc2c1c(=O)[nH]c(=O)n2C	2.8	0.1	0.6	0.8
O=C(O)c1ccc2c(c1)NC(=O)C1CCCN21 (centres undefined)	-4.5	-0.1	-3.1	-4.5
COc1ccc(C(=O)NC(=S)Nc2ccc(OC)c([N+](=O)[O-])c2)cc1	5.2	0.0	3.1	-2.6
CC(C)(C)c1nn2cnnc2n(/N=C/c2ccco2)c1=O	0.7	0.0	2.3	-1.2
CCCCCc1ccc(-c2ccc(C3CCC(CCCC)CC3)cn2)cc1 (centres undefined)	-10.8	-0.1	-0.5	3.7
COc1ccc(S(=O)(=O)Nc2ccccc2SC)cc1Cl	-3.2	-0.3	5.2*	-1.5
CCc1c(C)sc(NC(=S)Nc2nc(C)cc(C)n2)c1C(=O)OC	-9.9	0.8	0.8	15.8
CCN(CC)c1nc2c([nH]1)c(=O)[nH]c(=O)n2C	3.9	-0.2	-1.0	7.5
CC1NC(=O)C(N)CNC(=O)C(C2CCN=C(N)N2)NC(=O)/C(=C/NC(N)=O)NC(=O)C(CNC(=O)CC(N)CCCN)NC1=O (centres undefined)	-4.1	-0.1	4.6	-13.0
O=C(NCc1ccco1)c1cc2nc(-c3ccc4c(c3)OCO4)cc(C(F)(F)F)n2n1	2.8	0.0	0.7	-2.2
COc1ccccc1C(=O)NNS(=O)(=O)c1ccccc1[N+](=O)[O-]	-6.1	0.0	-0.5	-0.6
CSc1cccc(NC(=O)c2ccco2)c1	-25.5	1.5	-1.3	24.4
COCCNC(=O)c1ccc(NS(C)(=O)=O)cc1	-4.1	0.1	0.3	1.3
CCc1ccc(C2C3=C(CC(C)(C)CC3=O)OC3=C2C(=O)CC(C)(C)C3)cc1	4.2	0.9	-1.2	15.6
O=C(/C=C/c1ccccc1)Nc1c[nH]c(=O)[nH]c1=O	8.2	0.0	-0.9	-8.5
O=C1N[C@H](Cc2ccccc2)C(=O)N2CCN(C(=O)c3cccc(F)c3F)C[C@H]12	-0.4	-0.2	-0.4	-4.3
Cc1cccc(C(=O)N2CCN(Cc3ccc4c(c3)OCO4)CC2)c1[N+](=O)[O-]	-2.2	0.0	-1.0	-1.1
COc1ccc([C@@H]2C[C@H]3CN(C)C(=O)[C@]34CCCN24)c2ccccc12	-3.4	0.0	-0.1	-0.2
N#CCCCN1C(=O)C(O)(CC(=O)c2ccccc2)c2ccccc21 (centres undefined)	8.4	-0.1	0.1	-12.0
c1csc(-c2nnc(COc3nncc4ccccc34)o2)c1	-15.8	0.0	0.9	-5.1
Cc1ccc(Nc2cc(C)nc3ccc(C)cc23)cc1	7.7	-0.3	0.8	-3.4
CCOC(=O)c1c(NC(=O)CSc2nnc(CNC(=O)c3ccc([N+](=O)[O-])cc3)n2C2CCCCC2)sc2c1CCC2	1.7	0.1	0.1	1.5
O=C(COc1ccc([N+](=O)[O-])cc1)Nc1nnc(Cc2ccccc2)s1	-3.0	0.7	-1.0	6.5
O=C1NN(c2ccccc2)C(=O)C2C(c3ccccc3)C=CC(c3ccccc3)C12 (centres undefined)	12.0	0.9	0.2	6.7
CCOC(=O)c1oc2cc(OCC(=O)OC(C)C)ccc2c(=O)c1-c1ccccc1OC	2.8	-0.2	-0.2	-4.0
CC(C)Oc1ccc(/C=C(/NC(=O)c2ccccc2)C(=O)NCC(=O)O)cc1	5.0	0.0	0.0	1.1
CC1=C(C(=O)c2ccccc2)C(c2cccc(C)c2)NC(=O)N1 (centres undefined)	5.9	0.6	-1.0	-2.2
CC(C)n1c(N2CCN(CC(=O)Nc3ccc4c(c3)OCCO4)CC2)nc2ccccc21	-0.3	0.1	-0.7	-4.0
O=C(CCC1(Cc2ccccc2)CCC(=O)N1)NCc1csc(-c2cccs2)n1 (centres undefined)	-12.8	0.2	0.5	7.7
CC1CCC(C(=O)NC(C(=O)NCc2ccco2)C(C)C)CC1 (centres undefined)	3.3	0.2	0.1	-9.6
Cc1cc([N+](=O)[O-])ccc1N/C=C/C(=O)c1ccccc1	-42.5&-15.0	0.2&0.0	0.0&-0.4	7.0&2.2
O=C(NCCc1nnc2n1CCN(C/C=C/c1ccccc1)CC2)C1CCOCC1	10.7	0.1	0.3	7.0
O=C(OCCOc1ccccc1F)c1ccc(Br)o1	-9.0	0.7	-0.5	23.6
CS(=O)(=O)N1CCN(c2ccc(NC(=O)c3cc(Cl)ccc3Cl)cc2)CC1	6.9	0.1	-0.6	5.7
O=C(Nc1ccc(Cl)c(C(F)(F)F)c1)c1cc2n(n1)C(C(F)(F)F)CC(c1ccc3c(c1)OCO3)N2 (centres undefined)	2.7	-0.2	0.4	4.0
CCOc1ccc(NC(=O)CSc2nc3ccccc3c3nc(-c4ccccc4)nn23)cc1	15.5	0.0	0.1	-7.2
CCN1C(=O)C2(OCCO2)c2ccccc21	-8.5	-0.2	1.5	-2.2
CC(C)COC(=O)NC(C)(C)c1ccncc1	-4.0	0.2	0.4	7.3
O=C(Nc1cccc(Br)c1)C1CC(=O)N(Cc2ccc3c(c2)OCO3)C(=Nc2cccc(C(F)(F)F)c2)S1 (centres undefined)	-3.7	0.1	0.9	-4.8
CN1CCN(CC(=O)N2N=C(c3c(-c4ccccc4)c4cc(Cl)ccc4[nH]c3=O)CC2c2ccccc2)CC1 (centres undefined)	4.4	0.1	2.1	-6.9
CCC1CN(CCC(=O)NCCCn2ncc3ccccc32)Cc2cc(OC)ccc2O1 (centres undefined)	-1.8	-0.1	0.6	-25.4

Going on with the list.
SMILES	TEAD-YAP inh	FBW7 act	GPR151 ag	MITF primary
CCCCCOC(=O)C1=C(C)NC2=C(C(=O)CC(C)(C)C2)C1c1ccc(Br)cc1 (centres undefined)	5.1	0.0	-1.3	-4.7
O=C1NN(c2cccc(Cl)c2)C(=O)/C1=C/c1cc2c(cc1[N+](=O)[O-])OCO2	4.8	0.3	2.3	31.2
CC(c1ccccc1)N1C(=O)C2C3C=CC(C3)C2C1=O (centres undefined)	0.1	0.1	-0.7	-8.4
O=C(c1ccco1)c1cn(CC(=O)N2CCOCC2)c2ccccc12	8.2	0.0	2.2	14.9
CCCCC1=NN2C(=N)/C(=C/c3ccc(OCCOc4ccccc4Cl)c(OCC)c3)C(=O)N=C2S1	16.2	0.0	-1.3	5.9
CCCCNC(=O)c1ccc(SC)c([N+](=O)[O-])c1	-1.1	-0.1	-1.7	11.3
Cc1ccc(N2C(=O)CC(Sc3ncccc3C(=O)O)C2=O)c([N+](=O)[O-])c1 (centres undefined)	3.5	0.0	0.3	-1.1
CC(=O)Nc1nonc1-c1nc2ccccc2n1Cc1ccc(C)cc1	4.7	0.3	0.5	13.6
CC(C)(C)NC(=O)c1cccc2c1-c1ccccc1C2=O	-0.5	-0.2	0.2	-2.4
COc1ccc(Cl)cc1C(=O)NNC(=O)C(C)NC(=O)COc1ccccc1 (centres undefined)	15.0	-0.1	-0.3	4.4
COc1ccc(OC)c(NC(=O)c2cccc(C(=O)Nc3cc(OC)ccc3OC)c2)c1	3.5	-0.2	2.2	-3.4
